Source: PubChem
APP 5'UTR act: activates APP 5'UTR luciferase reporter | SH-SY5Y APP 5'UTR luciferase reporter, luminescence; zero percent = DMSO vehicle wells | activation, % at 2 µM | hit rate 1% among 190,000 | AID 1276;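 active = activation above a set limit, based on mean plus 3 SD of controls, cut at about 140% in these data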; also: values of inactives mirror those of a sister screen read the other way
TNAP act hiacc: increases human TNAP activity under high phosphate acceptor concentration; AID 1136; 200,000 tested, under 10 active; purified TNAP, CDP-star luminescence, 1 M DEA, 30 min; hits give high values; 0 = EDTA background, 1 = DMSO-only activity; activation factor at 20 µM; P05186;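 active = activation factor at least 2 at 20 µM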
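Control set: EDTA negative control, DMSO positive control / Assay system: human TNAP / Quantity: TNAP 1/800 final / Evaluation: TNAP activation factor scaled between EDTA and DMSO control wells / Measured by: luminescent substrate turnover signal / Compound dosing: one dose, 20 µM / Times: 30 min enzyme reaction at room temperature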
FLuc inhib CS: counter-screen for luciferase assay inhibitors: firefly luciferase inhibition. P08659. ATPLite firefly luciferase biochemical luminescence, 10 min. inhibition, % at 10 µM. hit rate 1.5% among 200,000;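 active = inhibition above about 50% when tested at 10 µM, limit read from the data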
Target sequence (P08659 whole entry, looked up): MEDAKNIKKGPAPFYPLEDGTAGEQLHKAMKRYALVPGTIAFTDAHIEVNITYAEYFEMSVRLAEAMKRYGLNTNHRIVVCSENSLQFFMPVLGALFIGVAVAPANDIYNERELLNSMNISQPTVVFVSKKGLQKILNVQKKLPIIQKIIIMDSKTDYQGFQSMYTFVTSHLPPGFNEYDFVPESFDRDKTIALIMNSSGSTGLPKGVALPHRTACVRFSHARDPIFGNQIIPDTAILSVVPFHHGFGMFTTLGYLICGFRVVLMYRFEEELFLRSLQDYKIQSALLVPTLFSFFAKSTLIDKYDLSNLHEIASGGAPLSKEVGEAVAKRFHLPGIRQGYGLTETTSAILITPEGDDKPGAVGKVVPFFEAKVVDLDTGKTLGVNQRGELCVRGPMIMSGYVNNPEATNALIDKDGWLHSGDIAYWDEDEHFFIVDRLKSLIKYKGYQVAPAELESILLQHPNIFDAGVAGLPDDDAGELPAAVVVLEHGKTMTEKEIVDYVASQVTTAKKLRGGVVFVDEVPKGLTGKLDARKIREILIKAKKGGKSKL
TNAP inh hi DEA: TNAP (human) inhibition, high acceptor. hit rate 0.03% among 200,000. AID 1135. purified TNAP, CDP-star luminescence, 1 M DEA. inhibition, % at 20 µM. P05186;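 active = over 50% inhibition of tissue-nonspecific alkaline phosphatase at 20 µM in the single-dose screen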;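 also: plate controls were DMSO wells for no effect and EDTA-quenched wells as full inhibition for full effect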
PMI act hi M6P: activators of human phosphomannose isomerase at near-saturating mannose 6-phosphate | activation factor at 20 µM | coupled PMI enzyme assay, resazurin fluorescence, 20 min; hits give high values; 1 = untreated enzyme, 0 = substrate-free blank | P34949 | hit rate 0.34% among 190,000 | AID 1216;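 active = activation factor of 2 or more at 20 µM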
Target sequence (P34949 whole entry, looked up): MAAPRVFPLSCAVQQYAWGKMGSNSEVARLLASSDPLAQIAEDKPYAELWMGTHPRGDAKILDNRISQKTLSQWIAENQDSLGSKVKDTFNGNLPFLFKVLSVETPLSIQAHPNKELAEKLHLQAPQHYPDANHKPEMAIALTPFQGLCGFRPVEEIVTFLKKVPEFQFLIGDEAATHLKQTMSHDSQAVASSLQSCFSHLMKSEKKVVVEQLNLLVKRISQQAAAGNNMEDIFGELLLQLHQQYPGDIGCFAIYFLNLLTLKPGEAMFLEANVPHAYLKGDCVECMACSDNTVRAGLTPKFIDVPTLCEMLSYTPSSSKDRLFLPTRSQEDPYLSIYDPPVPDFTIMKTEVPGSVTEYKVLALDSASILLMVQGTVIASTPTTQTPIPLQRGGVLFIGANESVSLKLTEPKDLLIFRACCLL
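assay system = human phosphomannose isomerase with PGI, G6PDH, diaphorase coupling enzymes | quantity = 15 ng/mL PMI | incubation = enzyme reaction with compound 20 min at room temperature | medium = HEPES pH 7.4 buffer with MgCl2 and Tween-20 | compound dosing = one concentration, 20 µM, in 1% DMSO | measured by = Diaphorase-driven resazurin-to-resorufin fluorescence, excitation 544, emission 590 nm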
TNAP inh noacc: blocks human TNAP activity with no phosphate acceptor present. P05186. purified TNAP, CDP-star luminescence, 30 min. inhibition, % at 20 µM. hit rate 0.26% among 200,000;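 active = tissue-nonspecific alkaline phosphatase inhibition above about 50% at 20 µM in the single-dose screen, limit read from the data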;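 also: 0% = DMSO negative control and 100% = EDTA positive control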
NF-kB neuron act: compounds increasing NF-kB expression in human neuronal cells | NF-kB reporter expression; hits give high values | fold change at 12.5 µM | hit rate 1.6% among 190,000 | AID 1239; in the data active = fold change above about 3.3
bIAP activator: intestinal alkaline phosphatase (bovine) activation; purified bovine IAP, CDP-star luminescence, 30 min; hits give high values; fold of DMSO-control signal, blank-subtracted; activation factor at 20 µM; hit rate 0.17% among 200,000;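 active = activation factor of 2 or more at 20 µM, a signal rise over negative controls twice the positive control's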
FLuc act counter: affects firefly luciferase, flagging false hits in luciferase stimulation screens | 200,000 tested, under 10 active | ATPlite luciferase biochemical, luminescence, 10 min; 0 = ATP-free wells, 1 = DMSO control | P08659 | activation factor at 10 µM | AID 1027;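 active = luciferase activation factor, scaled between plate controls, of at least 2 with compound at 10 µM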
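Assay system – cell-free luciferase reagent · Medium – PBS-based ATP solution · Dosing – test compounds dosed from 2 mM stocks in 100% DMSO · Timing – 10 min, room temperature · Technique – light output (luminescence) · Measure – luminescence gain marking luciferase activators · Controls – No-ATP low control, compound-free enzyme-plus-ATP high control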
PMI act: activators of human phosphomannose isomerase; AID 1214; P34949; activation factor at 20 µM; purified human PMI, coupled resazurin fluorescence, 20 min; hits give high values; 1 = vehicle control, 0 substrate-free wells; hit rate 0.005% among 190,000;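 active = activation factor of 2 or more at 20 µM, relative to plate controls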
Numbers without * were called inactive; . = not tested or not shown.

Second line of a record – APP 5'UTR act, TNAP act hiacc, FLuc inhib CS, TNAP inh hi DEA, PMI act hi M6P, TNAP inh noacc, NF-kB neuron act, bIAP activator, FLuc act counter, PMI act
1: COc1cccc(NC(=O)Cn2c(=O)n(-c3ccccc3)c(=O)c3oc4ccccc4c32)c1
 : -1, 1, -6, 0, 1, -7, 1.3, 1, 1.1, 1
2: COC(=O)c1cccc(Cn2nc(C)c([N+](=O)[O-])c2C)c1
 : -4, 1, -5, 5, 1.1, -3, 1.1, 1, 1.1, 1.1
3: O=C1CSC(c2cn(-c3ccccc3)nc2-c2cc3ccccc3oc2=O)N1Cc1ccccc1 (configuration not stated)
 : -6, 1, -9, -5, 0.9, -16, 0.51, 0.9, 1.1, 0.9
4: CCOc1ccc2nc(NC(=O)c3cc([N+](=O)[O-])ccc3N3CCOCC3)sc2c1
 : -2, 0.9, 0, 14, 0.8, -2, 0.46, 1, 1, 0.8
5: CCOC(=O)Cc1csc(NC(=O)CN(C)S(=O)(=O)c2ccc3c(c2)CCC(=O)N3)n1
 : 18, 1, -3, -3, 1.1, -12, ., 0.9, 1, 1
6: CC1CC(CC(=O)Nc2nc(-c3ccccc3)cs2)C(=O)O1 (configuration not stated)
 : 2, 1.1, -10, -6, 1.1, -17, 1.2, 0.9, 1.1, 1.1
7: CCOC(=O)c1c(C)[nH]c(C(=O)COC(=O)/C=C/c2cccc(OC)c2OC)c1C
 : -9, 1, -5, -2, 1, -11, 1.2, 1, 1.1, 0.8
8: Cc1cc(C)n(-c2ccc(C(=O)OCC(=O)c3ccc(Br)s3)cc2)n1
 : 2, 1, -4, -1, 1.1, -1, 1.3, 0.8, 1, 1.2
9: O=C(CCn1c(=O)oc2ccccc21)N1CCN(c2ccccc2Cl)CC1
 : 3, 1, -6, 0, 1.1, 0, 1.7, 1, 1.1, 1
10: COc1ccc(CC(=O)O)cc1O
 : 1, 1.1, -2, -5, 1, -12, 1, 1, 1, 1
11: O=C(NCCN1CCN(Cc2ccccc2Cl)CC1)Nc1ccccc1
 : 12, 1.1, -4, -6, 1, -12, 1, 1.2, 1, 0.9
12: CC(=O)N1N=C(c2ccccc2)CC1c1cn(Cc2ccccc2)c2ccccc12 (configuration not stated)
 : 11, 1.1, -5, -5, 1, -5, 0.58, 1, 1.1, 1
13: COc1cnc(-c2ccccn2)nc1Oc1ccccc1Cl
 : ., 1, -5, -1, 0.8, -2, 0.36, 1, 1.1, 0.9
14: COc1ccc(/C=C/C(=O)NC(=S)Nc2cc3oc4ccccc4c3cc2OC)cc1
 : 20, 1, -9, 1, 0.9, -4, 1.1, 0.9, 1.1, 0.9
15: CC1=C(C)CC(C(=O)c2ccc(C)cc2)C(C(=O)O)C1 (configuration not stated)
 : -1, 1.1, -6, -7, 1.1, -13, 1.1, 1, 1.1, 1
16: CCCOc1cccc(C(=O)N(Cc2ccco2)C2CCS(=O)(=O)C2)c1 (configuration not stated)
 : 2, 0.9, -3, 6, 1, -5, 1, 1, 1, 1
17: CCC(=O)Nc1ccc(-c2csc(C)n2)cc1
 : 20, 1.1, 46, -5, 1.1, -13, 2.4, 0.9, 0.5, 1.1
18: CCCCCCCC[n+]1cccc(C(=O)N2c3c(nc(N)[nH]c3=O)NC(C)C2C)c1 (configuration not stated)
 : -14, 1, -5, 3, 1, -5, 0.91, 1, 1.1, 0.9
19: COc1ccc(OC)c(NC(=O)c2cnn(-c3ccccc3Cl)c2NC(=O)c2ccco2)c1
 : -11, 1, -3, -5, 0.6, -12, 0.67, 1, 1, 0.8
20: COCc1[nH]nc2c1C1(C(=O)N(C)c3ccccc31)C(C#N)=C(N)O2 (configuration not stated)
 : 6, 1.1, -9, -7, 1, -12, 1.1, 1, 1.1, 1
21: OCCN(CCO)c1ncnc2c1sc1nc(N3CCOCC3)c3c(c12)CCCC3
 : 0, 1, -8, -4, 0.9, 1, 0.47, 1, 1.1, 0.8
22: O=C(CSCCN1C(=O)c2ccccc2C1=O)Nc1ccc2ccccc2c1
 : 14, 1, -2, 4, 0.8, -5, 1, 0.9, 1, 0.8
23: O=C(/C=C/c1cccc([N+](=O)[O-])c1)Nc1ccc(Cl)cn1
 : 45, 1, 0, 4, 1, 7, 0.56, 1.2, 1, 1
24: CCOCCCNC(=O)CS(=O)(=O)Cc1nc(-c2cccc(OC)c2)oc1C
 : -6, 1, -4, -3, 0.9, -7, 1, 1.1, 1, 0.9
25: Cn1c(C(=O)O)c(CC(=O)N2CCC(Cc3ccccc3)CC2)c2ccccc21
 : -1, 1, -3, -2, 0.9, -8, 1, 0.7, 1, 0.9
26: Cc1nn(Cc2ccc([N+](=O)[O-])cc2)c(=O)n1-c1cccc(Cl)c1
 : 12, 1, -3, 1, 1.1, -1, 1.5, 1, 1, 1.1
27: O=C(Cn1nnc(-c2ccccc2)n1)c1ccccc1
 : -15, 1.1, -5, -7, 1, -13, 1.6, 0.8, 1.1, 1
28: COc1cccc(-n2c(=O)c3c(C)c(C(=O)N(C)C)sc3n(CC(=O)NCCc3ccc(OC)c(OC)c3)c2=O)c1
 : 3, 1, -3, 2, 1, -8, 1.3, 1.2, 1, 1
29: COc1c2ccoc2nc2c(OC)c(OCC(O)C(C)(C)O)ccc12 (configuration not stated)
 : -1, 1, -2, -2, 1, -11, 1.5, 0.9, 1, 0.9
30: CC(C)C1CC(=O)NC(SCC(=O)Nc2ccc(Br)cc2)=C1C#N (configuration not stated)
 : 98, 1.1, -8, -9, 1, -8, 0.91, 0.9, 1.1, 1.1
31: Cc1ccc2[nH]c3c(c2c1)CCC3=O
 : 7, 1, -2, -3, 0.8, -9, 1.2, 1, 1, 0.9
32: Cc1cc(C)n(-c2ccc(C(=O)Oc3ccc4c(c3)OCO4)cc2)n1
 : 2, 1, 6, -2, 0.9, -12, 1.1, 0.9, 0.9, 0.9
33: CC(C)(C)c1cc(C(c2cccnc2)N2CCN(CCO)CC2)cc(C(C)(C)C)c1O (configuration not stated)
 : -59, 1, -8, -4, 0.9, -8, 0.11, 0.9, 1.1, 0.9
34: Cc1cc2nc(CCl)cc(=O)n2[nH]1
 : 32, 1, -7, -3, 1, -6, 1.2, 1.1, 1.1, 1.2
35: O=C(C1=C[C@@H](c2ccccc2)C[C@@H](OCCCCO)O1)N1CCOCC1
 : 22, 1.1, -5, -5, 1.1, 1, 1.4, 1.1, 1, 1.1
36: COC(=O)Cc1nnc(NC(=O)c2ccccc2)s1
 : -2, 1.1, 0, -5, 0.8, -9, 1.1, 0.9, 1, 0.8
37: COc1cc(NS(=O)(=O)c2ccc(NC(=O)COc3ccccc3C)cc2)nc(OC)n1
 : -1, 1, -5, -2, 1, -4, 1.3, 1, 1, 1
38: O=C(c1ccc(CSc2ccccc2)cc1)N1CCN(c2ccccc2)CC1
 : 2, 1.1, -7, -8, 0.8, -16, 1.5, 1, 1.1, 0.9
39: Clc1ccc(OCc2cn3cccnc3n2)c2ncccc12
 : 18, 1.1, 4, -6, 0.9, -5, 1.3, 1, 1, 0.9
40: CCN(C(=O)C(C)OC(=O)C1C(C(=O)OC)=C(C)NC(C)=C1C(=O)OC)c1ccccc1 (configuration not stated)
 : -2, 1.1, -7, -7, 1.1, -13, 1.2, 1, 1.1, 0.9
41: O=C(CCN1C(=O)C2C3C=CC(C4CC34)C2C1=O)Oc1ccc(Br)cc1 (configuration not stated)
 : 6, 1, -4, -2, 0.9, 1, 1.3, 1.1, 1, 1
42: Cc1cc(NS(=O)(=O)c2ccc(CC(C)C)cc2)no1
 : 12, 1, -5, -5, 1.2, -13, 1.2, 0.9, 1.1, 1.1
43: Cc1ccc(S(=O)(=O)N2CCCCCC2)cc1[N+](=O)[O-]
 : 15, 1, -9, 0, 1, 9, 0.92, 1.1, 1.1, 0.9
44: COC(=O)c1ccc2c(=O)n(C3CCCCC3)c(SCC#N)nc2c1
 : -3, 1.1, -3, -7, 1, -2, 1, 1, 1, 1
45: CC(C)(C)C1=Nn2c(nnc2-c2ccco2)SC1
 : -8, 1, 3, 0, 1, -5, 1.2, 0.9, 1, 1
46: O=c1c2ccccc2nc(COc2ccccc2)n1/N=C/c1c[nH]c2ccccc12
 : -11, 1, 3, -2, 1, 11, 0.61, 0.9, 1, 1
47: Cc1ccc(NC(=O)COC(=O)CCc2ccc(S(=O)(=O)N3CCOCC3)cc2)cc1F
 : 4, 1, -1, -2, 1.1, -6, 1, 0.9, 1, 1.1
48: COC(=O)c1cc(C(=O)CC(C)C)c[nH]1
 : 8, 1.1, -2, -8, 1.1, -9, 0.92, 1, 1, 1.1

Compounds above with four or more nitrogen atoms, in the order listed:
Second line of a record – APP 5'UTR act, TNAP act hiacc, FLuc inhib CS, TNAP inh hi DEA, PMI act hi M6P, TNAP inh noacc, NF-kB neuron act, bIAP activator, FLuc act counter, PMI act
4: CCOc1ccc2nc(NC(=O)c3cc([N+](=O)[O-])ccc3N3CCOCC3)sc2c1
 : -2, 0.9, 0, 14, 0.8, -2, 0.46, 1, 1, 0.8
5: CCOC(=O)Cc1csc(NC(=O)CN(C)S(=O)(=O)c2ccc3c(c2)CCC(=O)N3)n1
 : 18, 1, -3, -3, 1.1, -12, ., 0.9, 1, 1
11: O=C(NCCN1CCN(Cc2ccccc2Cl)CC1)Nc1ccccc1
 : 12, 1.1, -4, -6, 1, -12, 1, 1.2, 1, 0.9
18: CCCCCCCC[n+]1cccc(C(=O)N2c3c(nc(N)[nH]c3=O)NC(C)C2C)c1 (configuration not stated)
 : -14, 1, -5, 3, 1, -5, 0.91, 1, 1.1, 0.9
19: COc1ccc(OC)c(NC(=O)c2cnn(-c3ccccc3Cl)c2NC(=O)c2ccco2)c1
 : -11, 1, -3, -5, 0.6, -12, 0.67, 1, 1, 0.8
20: COCc1[nH]nc2c1C1(C(=O)N(C)c3ccccc31)C(C#N)=C(N)O2 (configuration not stated)
 : 6, 1.1, -9, -7, 1, -12, 1.1, 1, 1.1, 1
21: OCCN(CCO)c1ncnc2c1sc1nc(N3CCOCC3)c3c(c12)CCCC3
 : 0, 1, -8, -4, 0.9, 1, 0.47, 1, 1.1, 0.8
26: Cc1nn(Cc2ccc([N+](=O)[O-])cc2)c(=O)n1-c1cccc(Cl)c1
 : 12, 1, -3, 1, 1.1, -1, 1.5, 1, 1, 1.1
27: O=C(Cn1nnc(-c2ccccc2)n1)c1ccccc1
 : -15, 1.1, -5, -7, 1, -13, 1.6, 0.8, 1.1, 1
28: COc1cccc(-n2c(=O)c3c(C)c(C(=O)N(C)C)sc3n(CC(=O)NCCc3ccc(OC)c(OC)c3)c2=O)c1
 : 3, 1, -3, 2, 1, -8, 1.3, 1.2, 1, 1
37: COc1cc(NS(=O)(=O)c2ccc(NC(=O)COc3ccccc3C)cc2)nc(OC)n1
 : -1, 1, -5, -2, 1, -4, 1.3, 1, 1, 1
39: Clc1ccc(OCc2cn3cccnc3n2)c2ncccc12
 : 18, 1.1, 4, -6, 0.9, -5, 1.3, 1, 1, 0.9
45: CC(C)(C)C1=Nn2c(nnc2-c2ccco2)SC1
 : -8, 1, 3, 0, 1, -5, 1.2, 0.9, 1, 1
46: O=c1c2ccccc2nc(COc2ccccc2)n1/N=C/c1c[nH]c2ccccc12
 : -11, 1, 3, -2, 1, 11, 0.61, 0.9, 1, 1
